CHRM1 antagonist = antagonists of human M1 muscarinic receptor. P11229. CHO-K1 hM1, Fluo-8 calcium fluorescence, ACh EC80 antagonist. inhibition, % at 3 µM. actives 1.3% (n = 360,000). AID 588852;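 active means percent inhibition above its own plate's cutoff, namely the mean of that plate's compound wells plus 3 SD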;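 further: peak over basal fluorescence ratio during 140 s after agonist addition; 0% = ACh EC80 plus DMSO and 100% = DMSO alone without agonist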
Target sequence (P11229 whole entry, looked up): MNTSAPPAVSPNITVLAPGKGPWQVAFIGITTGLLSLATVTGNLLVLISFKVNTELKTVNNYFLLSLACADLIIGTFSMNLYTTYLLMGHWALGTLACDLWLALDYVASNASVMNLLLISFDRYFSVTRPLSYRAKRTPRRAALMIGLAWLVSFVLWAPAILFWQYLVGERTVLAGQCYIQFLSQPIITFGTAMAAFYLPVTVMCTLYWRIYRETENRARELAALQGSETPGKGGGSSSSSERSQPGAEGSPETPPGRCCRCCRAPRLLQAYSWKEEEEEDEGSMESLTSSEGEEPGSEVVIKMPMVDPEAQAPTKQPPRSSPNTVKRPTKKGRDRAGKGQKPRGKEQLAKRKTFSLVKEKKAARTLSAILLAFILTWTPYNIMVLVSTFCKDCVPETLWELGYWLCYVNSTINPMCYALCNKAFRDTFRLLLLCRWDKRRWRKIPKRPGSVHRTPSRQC
M1 PAM parental = nonselective activator or artifact in parental CHO-K1 calcium assay. ATP EC20, Fluo-8 calcium fluorescence; 0% at ATP EC20, 100% at ATP max. activation, % at 3 µM. actives 0.02% (n = 360,000);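 active means activation above the run cutoff, the mean activation of all test compounds plus 3 SD, cut at about 40% in these data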;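 further: peak over basal fluorescence ratio in a 140 s read after ATP addition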
CHRM1 agonist = human M1 muscarinic receptor agonism | actives 0.33% (n = 360,000) | CHO-K1 hM1, Fluo-8 calcium fluorescence, agonist mode; 0% DMSO, 100% acetylcholine EC100 | activation, % at 3 µM;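 active means activation above the run's mean compound activation plus 3 SD, cut at about 16% in these data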;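 further: peak over basal fluorescence ratio within a 140 s kinetic read after compound addition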
CHO parental Ca = counter-screen for OX1R antagonists: effect in parental CHO cells | AID 463079 | inhibition, % at 5.6 µM | actives 0.63% (n = 330,000) | parental CHO-K1, ATP-induced calcium, Fluo-8 fluorescence;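 active means inhibition above that plate's mean sample inhibition plus 3 SD, cut at about 26% in these data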;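 further: 0% = ATP-challenged DMSO wells and 100% = DMSO wells without ATP; some compounds past the cut are filed as inactive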
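Material – parental CHO cells · Reagent – ATP stimulus · Compound – single nominal dose of 5.6 µM per compound · Detection – Fluo-8 fluorescence · Read-out basis – percent inhibition of calcium signal · Controls – ATP-challenged DMSO wells low, unchallenged DMSO wells high · Repeats – no replicates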
TAAR1 ag = agonists of human TAAR1. CHO RD-HGA16 TAAR1, Fluo-8 calcium fluorescence; vehicle wells 0%, saturating PEA agonist 100%. activation, % at 3 µM. actives 0.99% (n = 360,000). AID 624467. Q96RJ0;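 active means activation above the mean activation of all test compounds in the run plus 3 SD, cut at about 38% in these data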
Target sequence (Q96RJ0 whole entry, looked up): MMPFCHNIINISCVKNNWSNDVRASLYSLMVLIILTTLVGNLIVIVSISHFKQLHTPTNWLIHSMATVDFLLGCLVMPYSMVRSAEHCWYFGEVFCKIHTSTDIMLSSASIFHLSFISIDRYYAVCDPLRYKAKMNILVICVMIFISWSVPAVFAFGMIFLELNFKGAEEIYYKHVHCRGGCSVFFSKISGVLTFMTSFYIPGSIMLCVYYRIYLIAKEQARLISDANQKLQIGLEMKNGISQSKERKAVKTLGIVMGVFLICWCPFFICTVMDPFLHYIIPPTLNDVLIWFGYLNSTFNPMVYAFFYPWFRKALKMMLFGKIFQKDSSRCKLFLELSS
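Test system: RD-HGA16 (CHO) cells co-expressing Gα16 and hTAAR1; dosing: one-point dosing at 3 µM (nominal); timing: 17-24 h seeding, 75 min 37 °C dye, 30 min RT; signal: kinetic Fluo-8 calcium fluorescence; read-out basis: % activation relative to PEA EC100 response; controls: DMSO and PEA EC100; replicates: n 1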
TAAR1 antagonist = antagonists of human TAAR1. AID 624466. inhibition, % at 3 µM. CHO RD-HGA16 TAAR1, Fluo-8 calcium fluorescence, antagonist. actives 1.5% (n = 360,000);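 active means inhibition above a per-plate cutoff, the mean inhibition of test compounds on that plate plus 3 SD, cut at about 49% in these data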;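 further: 0% = DMSO plus EC80 beta-PEA response and 100% = DMSO alone without agonist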
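Assay system: CHO-derived RD-HGA16 cells stably expressing human TAAR1 plus Gα16. Timing: 140 s kinetic read after compound, 140 s after agonist. Technique: kinetic Fluo-8 calcium fluorescence measurement. Measure: % inhibition of agonist calcium response.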
M1 ag parental = M1 agonist counterscreen hit in parental CHO-K1 cells; AID 602248; actives 0.48% (n = 360,000); activation, % at 3 µM; Fluo-8 calcium fluorescence; scaled to maximal ATP response, vehicle zero; in the data active means activation above about 15%;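 further: untransfected CHO-K1 host cells lacking M1 receptor as counterscreen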
CHO-K1 Ca antag = M1 antagonist counterscreen hit in parental CHO-K1 cells; ATP-induced calcium, Fluo-8 fluorescence; inhibition, % at 3 µM; actives 0.6% (n = 360,000); AID 602250;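 active means inhibition above a per-plate cutoff, the plate's mean sample inhibition plus 3 SD, cut at about 24% in these data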;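 further: 0% = DMSO plus EC80 ATP and 100% = DMSO alone without ATP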
OXTR potentiator = potentiates the human oxytocin receptor response | CHO-OTR cells, Fluo-8 calcium fluorescence, potentiator mode; 0% = oxytocin EC15, 100% = EC100 | activation, % at 3 µM | actives 0.061% (n = 320,000);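 active means activation above that plate's cutoff, the mean activation of tested compounds plus 3 SD, cut at about 6.6% in these data, passing the limit was not always enough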;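 further: 100% uses oxytocin at 75 nM as the full agonist control; some results filed as inactive read as strong as hits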
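Assay system: CHO cell line stably expressing human OTR. Reagent: EC15 oxytocin agonist. Dosing: single dose, 3.0 µM nominal final compound concentration. Timing: compound 6 min at room temperature before oxytocin, 100 s read. Signal: kinetic Fluo-8 calcium fluorescence. Controls: oxytocin EC15 low and EC100 high.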
* = called active by the depositor; . = not tested or not shown; & = joins results of further samples.

SMILES | CHRM1 antagonist | M1 PAM parental | CHRM1 agonist | CHO parental Ca | TAAR1 ag | TAAR1 antagonist | M1 ag parental | CHO-K1 Ca antag | OXTR potentiator
CCc1ccccc1NC(=O)Nc1ccc2c(c1)OCO2 | -7 | 21 | -8 | 3 | 64* | 43 | 1.3 | -11 | -7
O=C(/C=C/c1ccco1)NC(=S)Nc1nc(-c2ccc(Cl)cc2)cs1 | -7 | 19 | -4 | -4 | 1 | -14 | 0.2 | -6 | -2
Cc1ccc(C2C3=C(NCCN=C3c3ccccc3)C(=O)N2c2ccccc2)cc1 (stereo not drawn) | 14 | -5 | -4 | -15 | 19 | 9 | 0.5 | 23 | -2
COc1ccc(CN2CC(C(=O)NCCc3ccccc3)CC2=O)cc1 (stereo not drawn) | 1 | 19 | -7 | -14 | 17 | 16 | 2.0 | -9 | 3
CCOc1cc(/C=N/NC(=O)CSc2nncn2C)ccc1OCc1cccc(C)c1 | 6 | 10 | -2 | -13 | 5 | -1 | 0.2 | -2 | -11
Cc1cc(NC(=O)c2noc3c2CCCCC3)no1 | -9 | 23 | -7 | -2 | . | . | 1.3 | -20 | 2
COc1cc(OC)c2c(-c3cccc(-c4ccc(C(F)(F)F)cc4)c3)cc(=O)oc2c1 | -11 | 20 | -1 | -38 | 1 | -25 | -0.2 | -7 | .
COC(=O)COc1cccc(NC(=O)c2ccc(C)cc2)c1 | 5 | 0 | -4 | -2 | 12 | 7 | 1.0 | 4 | 3
FC(F)(F)c1nnc2c(Sc3ccccc3)nc3ccccc3n12 | -11 | -5 | -2 | -13 | 8 | -10 | 2.1 | 14 | -5
COc1ccc(S(=O)(=O)Nc2ccc3c(c2)OCCO3)cc1OC | -7 | 18 | 3 | -2 | 0 | 1 | 3.6 | -13 | -17
CCCOC1CCCN(Cc2cn(C)nc2-c2ccccc2F)C1 (stereo not drawn) | -9 | 16 | -8 | -7 | 2 | 1 | 0.7 | -10 | -5
O=C(O)c1ccc2c(c1)C(=O)N(c1ccc(Cl)cn1)C2=O | -22 | 25 | -2 | -2 | 0 | 4 | 1.4 | -12 | -5
CCOC(=O)c1nnn(-c2nonc2-n2cccc2)c1CN1CCCCC1 | -4 | 1 | -5 | -19 | 11 | -25 | -1.3 | 2 | -9
O=C(NCCc1cccc(Cl)c1)C1CCC(=O)N(Cc2ccc(Cl)cc2)C1 (stereo not drawn) | -18 | 17 | -4 | -28 | 0 | -5 | 1.3 | -6 | -5
Cc1ccc(Nc2nnc(SCc3cc(=O)n4ccsc4n3)s2)c(C)c1 | 3 | 7 | -4 | -22 | 8 | 14 | 1.2 | -3 | -18
COc1cc(Cl)c(NS(=O)(=O)c2cc3[nH]c(=O)c(=O)[nH]c3cc2C)c(OC)c1 | -20 | 30 | -5 | -12 | 1 | -12 | 0.7 | -18 | 5
O=C(CN1C(=O)CC(c2ccco2)Sc2ccccc21)NCC1CCCO1 (stereo not drawn) | -3 | 11 | -5 | -25 | 12 | 12 | 0.5 | -18 | 0
CC(C)CS(=O)(=O)C1=NSC2=NC(=O)/C(=C\c3ccc(OC(=O)c4ccco4)cc3)C(=N)N21 | -17 | -4 | 0 | 13 | -1 | 2 | 1.0 | -9 | -11
O=C(N/C(=C\c1ccc(Cl)cc1)C(=O)N1CCCCC1)c1ccco1 | -12 | 32 | -2 | -14 | 4 | -5 | 3.5 | -15 | -6
CCCCNC(=S)NCc1ccc2[nH]c3c(c2c1)CCCC3 | -4 | 13 | -4 | -3 | -1 | -5 | 3.5 | -8 | -4

Sorted by formula weight (falling): some entries from above.
SMILES | CHRM1 antagonist | M1 PAM parental | CHRM1 agonist | CHO parental Ca | TAAR1 ag | TAAR1 antagonist | M1 ag parental | CHO-K1 Ca antag | OXTR potentiator
CC(C)CS(=O)(=O)C1=NSC2=NC(=O)/C(=C\c3ccc(OC(=O)c4ccco4)cc3)C(=N)N21 | -17 | -4 | 0 | 13 | -1 | 2 | 1.0 | -9 | -11
COc1cc(OC)c2c(-c3cccc(-c4ccc(C(F)(F)F)cc4)c3)cc(=O)oc2c1 | -11 | 20 | -1 | -38 | 1 | -25 | -0.2 | -7 | .
O=C(NCCc1cccc(Cl)c1)C1CCC(=O)N(Cc2ccc(Cl)cc2)C1 (stereo not drawn) | -18 | 17 | -4 | -28 | 0 | -5 | 1.3 | -6 | -5
Cc1ccc(Nc2nnc(SCc3cc(=O)n4ccsc4n3)s2)c(C)c1 | 3 | 7 | -4 | -22 | 8 | 14 | 1.2 | -3 | -18
COc1ccc(CN2CC(C(=O)NCCc3ccccc3)CC2=O)cc1 (stereo not drawn) | 1 | 19 | -7 | -14 | 17 | 16 | 2.0 | -9 | 3
COc1ccc(S(=O)(=O)Nc2ccc3c(c2)OCCO3)cc1OC | -7 | 18 | 3 | -2 | 0 | 1 | 3.6 | -13 | -17
CCCOC1CCCN(Cc2cn(C)nc2-c2ccccc2F)C1 (stereo not drawn) | -9 | 16 | -8 | -7 | 2 | 1 | 0.7 | -10 | -5
O=C(O)c1ccc2c(c1)C(=O)N(c1ccc(Cl)cn1)C2=O | -22 | 25 | -2 | -2 | 0 | 4 | 1.4 | -12 | -5
COC(=O)COc1cccc(NC(=O)c2ccc(C)cc2)c1 | 5 | 0 | -4 | -2 | 12 | 7 | 1.0 | 4 | 3
CCc1ccccc1NC(=O)Nc1ccc2c(c1)OCO2 | -7 | 21 | -8 | 3 | 64* | 43 | 1.3 | -11 | -7

(cont.)
SMILES | CHRM1 antagonist | M1 PAM parental | CHRM1 agonist | CHO parental Ca | TAAR1 ag | TAAR1 antagonist | M1 ag parental | CHO-K1 Ca antag | OXTR potentiator
Cc1ccc(S(=O)(=O)N(Cc2ccc([N+](=O)[O-])cc2)C(=O)N2CCN(C)CC2)cc1 | -9 | 15 | 2 | . | 0 | -35 | -0.2 | 0 | .
CCOc1cc(N2CCOCC2)c(OCC)cc1NC(=O)Cn1cnnn1 | 1 | 11 | -3 | -1 | 0 | -1 | 0.4 | 7 | -7
Cc1cc(=O)oc2c(N)c(O)ccc12 | -4 | 2 | -3 | 0 | 0 | -18 | 0.2 | 12 | 2
Cc1ccccc1C(=O)Nc1ccc(C(=O)N/N=C/c2ccccn2)cc1 | -10 | -2 | -2 | 0 | 2 | -12 | 0.5 | 12 | -3
OCCOCCNc1ncnc2c1cnn2-c1ccc(Cl)cc1 | -13 | 10 | -3 | 16 | 5 | -16 | 2.6 | -2 | -17
COc1cc(OC)cc(C(=O)NCCCn2ccnc2)c1 | -1 | 9 | -5 | -8 | 5 | -6 | -0.1 | -5 | 0
COCCNC(=O)c1n[nH]c2ccccc12 | 2 | 4 | -4 | -13 | 0 | 2 | 0.6 | -12 | -9
COc1ccc(CNC(=O)COC(=O)c2ccc(Br)o2)cc1 | -21 | 13 | -3 | -10 | 4 | -25 | -0.6 | -19 | -4
O=C(CN1CCN(S(=O)(=O)c2cccc(Cl)c2)CC1)NCC1(N2CCOCC2)CCCCC1 | -5 | 20 | -7 | -25 | 1 | -3 | 1.6 | 0 | -1
Cc1nn(CCc2n[nH]c(=S)n2-c2ccc(F)cc2)c(C)c1[N+](=O)[O-] | 6 | -8 | -3 | -16 | 5 | 11 | 0.2 | -3 | -6
CCCCn1c(/N=C/c2ccc3c(c2)OCO3)nc2ccccc21 | -3 | 19 | -7 | -4 | 7 | 3 | 0.9 | -18 | -9
C=CCc1c(C)nc(SCc2nc3ccccc3c(=O)[nH]2)[nH]c1=O | -5 | 12 | -3 | -5 | -1 | -8 | 1.0 | -7 | -15
CN(CCNC(=O)c1ccc(/C=N/O)nc1)Cc1ccccc1 | 0 | 18 | -8 | 5 | 2 | 0 | 0.6 | -2 | -9
Cc1nc(NCCc2cnc[nH]2)c2oc3ccccc3c2n1 | -2 | 14 | -4 | -14 | 17 | -8 | 1.1 | -7 | 1
COc1ccc(Br)cc1CNC(=O)CCC(=O)N1CCSc2ccccc21 | -7 | 19 | -4 | -5 | 4 | -9 | 4.1 | -5 | -5
CC(=O)c1cccc(NC(=O)N2C3CCC2CC(NC(=O)Nc2ccccc2)C3)c1 (stereo not drawn) | -4 | 22 | -9 | -5 | 5 | -1 | 0.2 | -6 | -9
CN=C1S/C(=C\c2ccc(N3CCOCC3)cc2C)C(=O)N1C | -4 | 16 | -8 | 2 | -1 | 6 | 0.4 | -6 | -3
OCc1cc(C(O)CNCCCCCCOCCCCc2ccccc2)ccc1O (stereo not drawn) | -19 | -1 | -5 | 1&-4 | 9 | -12 | 0.3 | -1 | -2&-4
CC(=O)Nc1ccc(S(=O)(=O)Nc2cccc3[nH]ncc23)cc1 | -5 | -17 | -8 | 4 | 5 | 12 | 13 | 31* | 2
CCOC(=O)CC(=O)CSc1nc2c(c(-c3cccs3)c1C#N)CCC2 | -11 | -7 | -8 | -9 | -1 | 19 | 0.0 | 3 | -9
Cc1cccc(NC(=O)c2ccc(COc3ccc(Cl)cc3Cl)o2)n1 | 13 | 18 | -2 | -21 | 9 | 30 | 0.4 | -10 | -16
Cc1ccc(S(=O)(=O)N2CCN(C(=O)CCn3nc(C)c(C)c3C)CC2)cc1 | -7 | 9 | -3 | -13 | 4 | -22 | -0.3 | -3 | -11
Cc1ccc(C)c(NC(=O)COC(=O)c2cc(=O)c3ccccc3o2)c1 | -9 | 18 | -2 | . | . | . | -0.1 | 0 | .
Nc1ccc(C2(c3ccc(N)cc3)OC(=O)c3ccccc32)cc1 | -13 | 13 | 1 | -15 | 14 | -4 | 0.3 | -7 | -9
CC(C)NC(=O)N(C)C[C@H]1OCc2cnnn2CCCC(=O)N([C@H](C)CO)C[C@@H]1C | -20 | -8 | 5 | . | 1 | -8 | 0.6 | 18 | .
Cc1ccccc1-c1nc2sc(C)c(C)c2c(=O)o1 | -2 | 5 | 1 | -26 | -2 | -15 | 0.7 | -11 | -8
O=C(N/N=C\c1ccncc1)c1ccc(Br)s1 | -10 | -10 | -1 | . | 4 | -14 | 1.9 | 1 | .
COc1ccc(-c2cc(C(F)(F)F)c(C#N)c(SCC(=O)Nc3ccc(C)cc3)n2)cc1 | 1 | 19 | -3 | -6 | 5 | -7 | 0.2 | -4 | -16
COc1ccc(CNC(=O)COC(=O)Cc2ccc(Cl)cc2Cl)cc1 | -11 | 18 | -5 | -16 | 11 | 6 | 2.0 | -6 | -9
CCOc1ccccc1N(CC(=O)Nc1ccccc1)S(=O)(=O)c1ccccc1 | -6 | 20 | -4 | -15 | 3 | 26 | 4.3 | -7 | -14
